Source: PubChem BioAssay
MCL1-BIM inh – MCL1-BIM-BH3 interaction inhibition (human). 320,000 compounds, 0.68% hits. GST-MCL1 / FITC-Bim-BH3 fluorescence polarization. inhibition, % at 10.9 µM. AID 2057;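 active means inhibition above the mean inhibition of all tested compounds plus 3 SD, set per campaign, cut at about 40% in these data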;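 further: 0% = DMSO wells and 100% = unlabeled Bim-BH3 peptide control; higher means more loss of mP so more displacement of Bim peptide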
AGP1 TOR yeast – yeast TOR pathway AGP1-GFP modulation | 320,000 compounds, 0.02% hits | S. cerevisiae AGP1-GFP multiplex flow cytometry, 3 h; GFP as percent of DMSO wells | GFP response vs DMSO, % at 10 µM;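 active means GFP response relative to DMSO above a set limit, near screen average plus 3 SD, cut at about 150% in these data; inconclusive means fewer than 70 cells counted for the yeast strain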;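 further: median GFP channel fluorescence of the gated AGP1 strain per well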
VLA-4 inh – inhibition in a human VLA-4 binding assay | 330,000 compounds, 0.2% hits | AID 2557 | inhibition, % (about 7 µM as worked out from the volumes in the protocol) | VLA-4 expressing cells, ligand binding flow cytometry; in the data active means inhibition above about 50%
Target sequence (P13612 whole entry, looked up): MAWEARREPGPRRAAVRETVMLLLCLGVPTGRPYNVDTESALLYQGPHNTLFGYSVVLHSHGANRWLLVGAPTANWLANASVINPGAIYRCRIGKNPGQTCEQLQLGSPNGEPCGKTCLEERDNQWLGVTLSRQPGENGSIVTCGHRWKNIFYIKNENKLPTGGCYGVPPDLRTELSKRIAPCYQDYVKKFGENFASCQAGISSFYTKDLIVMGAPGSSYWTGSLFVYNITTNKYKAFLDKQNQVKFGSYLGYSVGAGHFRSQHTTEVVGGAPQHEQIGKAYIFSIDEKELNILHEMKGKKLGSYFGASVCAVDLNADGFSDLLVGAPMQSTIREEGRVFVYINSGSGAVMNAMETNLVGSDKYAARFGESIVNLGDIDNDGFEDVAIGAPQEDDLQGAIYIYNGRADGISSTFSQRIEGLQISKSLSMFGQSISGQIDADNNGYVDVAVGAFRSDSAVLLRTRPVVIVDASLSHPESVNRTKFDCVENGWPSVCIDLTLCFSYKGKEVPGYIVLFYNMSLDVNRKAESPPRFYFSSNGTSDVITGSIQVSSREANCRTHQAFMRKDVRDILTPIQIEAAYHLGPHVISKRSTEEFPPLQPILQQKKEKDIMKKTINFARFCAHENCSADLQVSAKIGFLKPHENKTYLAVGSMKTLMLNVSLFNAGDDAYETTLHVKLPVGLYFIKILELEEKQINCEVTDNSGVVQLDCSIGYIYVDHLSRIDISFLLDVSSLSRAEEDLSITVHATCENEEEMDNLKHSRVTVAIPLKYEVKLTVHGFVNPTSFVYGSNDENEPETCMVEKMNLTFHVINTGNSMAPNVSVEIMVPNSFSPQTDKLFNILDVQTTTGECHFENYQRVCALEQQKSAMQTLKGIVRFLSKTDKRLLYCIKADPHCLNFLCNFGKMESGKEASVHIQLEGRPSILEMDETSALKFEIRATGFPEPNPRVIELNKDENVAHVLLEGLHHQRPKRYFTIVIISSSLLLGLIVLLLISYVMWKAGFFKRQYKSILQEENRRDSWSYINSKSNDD
GRK2 aptamer HTS – human GRK2 inhibition via aptamer displacement; P25098; bead flow cytometry, FAM-aptamer displacement from GRK2; inhibition of aptamer binding, % at 10 µM; 330,000 compounds, 0.59% hits; AID 488847;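 active means inhibition of aptamer binding above 40%, roughly 3 SD of noise, on plates passing a quality check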;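 further: median bead fluorescence of bound FAM aptamer so fluorescent compounds give negative values; no value below 0 was filed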
GLD-1 RNA inh – GLD-1-TGE RNA interaction inhibition (C. elegans) | Q17339 | purified GLD-1 + fluorescein TGE RNA, fluorescence polarization | 320,000 compounds, 0.44% hits | AID 2280 | inhibition, % at 5.96 µM;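 active means percent inhibition above a per-plate cutoff, the plate mean of test compounds plus 3 SD, cut at about 30% in these data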;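 further: 0% = DMSO wells with GLD-1 and probe and 100% = wells lacking GLD-1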
CIT2-GFP yeast – yeast TOR pathway CIT2-GFP modulation; S. cerevisiae CIT2-GFP strain, flow cytometry, 3 h; 100 means same as DMSO wells; GFP response vs DMSO, % at 10 µM; AID 2029; 320,000 compounds, 0.065% hits;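 active means GFP response relative to DMSO above a set limit, near the screen mean plus 3 SD, cut at about 150% in these data; inconclusive means Fewer than 70 cells measured for a yeast strain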;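 further: ratio of well median GFP fluorescence to mean of DMSO wells on the plate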
MEX-5 binding – C. elegans MEX-5 TCR-2 RNA binding activity. Q9XUB2. MEX-5/FITC-TCR2 RNA binding, fluorescence polarization; hits give low values. activity score (negative = inhibition of binding), % at 10 µM. 300,000 compounds, 0.38% hits. AID 1832;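 active means inhibition past about -25% in most replicates, and total fluorescence under double the plate's negative control median, limit read from the data; inconclusive means replicates evenly split on the limit, or fluorescence at least double controls; inactive means too little inhibition in most replicates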;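 further: 0% = DMSO and -100% = 5 µM competing unlabeled TCR2 RNA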
BCLXL inh – inhibitors of human Bcl-xL; 320,000 compounds, 0.7% hits; inhibition, % at 10.9 µM; GST-Bcl-xL / FITC-Bim BH3 peptide fluorescence polarization; AID 2129; Q07817;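 active means inhibition above the mean of all tested compounds plus 3 SD, cutoff set per campaign, cut at about 30% in these data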;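 further: 0% = DMSO wells and 100% = unlabeled Bim-BH3 peptide competitor; inhibitors lower millipolarization by displacing the labeled peptide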
CR mimetic SO – yeast age-related superoxide inhibition as caloric restriction mimetic; S. cerevisiae aged cells, superoxide DHE fluorescence; hits give low values; superoxide response (% of plate mean), % at 10 µM; 330,000 compounds, 0.18% hits; AID 2690;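 active means superoxide response under a set limit, about three screen SD below normal, cut at about 65% in these data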;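 further: yeast aged for seven days with compound at 30 °C before DHE staining; 100% = average MFI of all compound-treated wells on the plate with controls excluded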
Numbers without * were called inactive; ? = inconclusive; · = not tested or not shown; + = active, no number.

Values run as follows: AGP1 TOR yeast, GLD-1 RNA inh, BCLXL inh, MEX-5 binding, VLA-4 inh, MCL1-BIM inh, CIT2-GFP yeast, CR mimetic SO, GRK2 aptamer HTS
1	COC(=O)CSc1nc2ccccc2n1CC(=O)N(C(C)C)C(C)C
    105, 4, 6, -2.8, 0, 6, 103, 95, 0
2	C=CCN(C(=O)CNC(=O)c1ccco1)C(C(=O)NC1CCCCC1)c1ccc(OC)cc1OC (centres undefined)
    100, 4, 1, -1.2, -2, -2, 98, 85, 1
3	O=[N+]([O-])c1cccc2c3c([nH]c12)CCCC3
    100, 4, 3, -1.1, 1, 0, 101, 102, 1
4	CCC(Sc1nc2ccccc2c2nc3ccccc3n12)C(=O)NCc1ccco1 (centres undefined)
    102, -4, 8, 0.2, 3, 6, 100, 100, 0
5	O=C(c1ccc(Cn2c(=O)[nH]c3ccsc3c2=O)cc1)N1CCN(c2ccccc2)CC1
    101, -3, -2, 2.4, -5, -5, 99, 102, 0
6	C=CCn1c(SCC(=O)Nc2ccc3c(c2)CCC3)nc2ccccc2c1=O
    90, 2, -1, -1.5, -6, +, 90, 119, 0
7	CCCCn1c(N)c(N(CC(C)C)C(=O)c2cnc(C)cn2)c(=O)[nH]c1=O
    106, 10, -2, 3.4, -4, -12, 102, 82, 2
8	COc1cc(/C=C2\SC(=S)N(CCC(=O)N3CCN(C)CC3)C2=O)cc(OC)c1OC
    101, 4, 7, -3.6, -2, 9, 97, 97, 0
9	N#CC(C(=O)Nc1ccccc1)=C1Nc2ccccc2N1
    96, 1, 2, 1.0, -3, 2, 94, 116, 0
10	COc1ccc(-c2ccccc2)cc1NC(=O)c1cccs1
    90, 5, 3, -0.9, 4, -2, 84, 104, 0
11	CC(C)c1nc2cc3ccccc3cc2[nH]1
    92, -1, -2, 1.0, 6, 0, 83, 87, 1
12	COc1ccc(C(=O)N2CCn3c2nc2ccccc23)cc1
    104, 0, 1, -0.9, 13, 2, 96, 82, 0
13	O=C(Cn1ncc2c([nH]c3ccccc32)c1=O)NCC1CCN(Cc2ccccc2F)CC1
    102, -5, 3, -2.0, 19, 3, 100, 104, 0
14	CCCCOc1ccc(C(=O)Nc2ccc(C)cc2[N+](=O)[O-])cc1
    98, -4, 8, 1.1, -9, 2, 96, 94, 1
15	Cc1nc(NC(=O)CCc2ccccc2)sc1C
    101, 5, 5, 1.9, -1, 6, 103, 98, 1
16	COc1ccc(C2(C)NC(=O)N(CC(=O)NC(C)c3ccc(CC(C)C)cc3)C2=O)cc1 (centres undefined)
    96, -5, 0, -1.0, 18, 0, 96, 94, 2
17	COc1ccc(C(=O)c2c(-c3ccsc3)oc3ccc(-c4ccc(OC)cc4)cc23)cc1
    97, 8, 7, 0.7, 6, -1, 111, 96, 3
18	CCCCn1c(N)c(N(CCOC)C(=O)c2ccc(S(=O)(=O)N3CCCCC3)cc2)c(=O)[nH]c1=O
    107, 10, -3, -1.0, 2, -3, 104, 95, 3
19	O=C(Nc1c2c(nn1-c1ccccc1)CS(=O)C2)c1ccc(Br)o1 (centres undefined)
    91, -5, 0, 3.0, -2, -9, 100, 106, 0
20	CCOc1ccc(C2c3cc(OC)c(OC)cc3CC(=O)N2c2ccc(OC)cc2)cc1 (centres undefined)
    108, 3, -3, 3.1, 0, -1, 101, 106, 1
21	O=C(CN(CCc1ccccc1)S(=O)(=O)c1ccc(Br)cc1)N/N=C/c1ccc2c(c1)OCO2
    100, -1, 6, -1.3, -8, 5, 106, 102, 3
22	Cc1ccc(NC(=S)Nc2ccc3cn[nH]c3c2)cc1C
    102, 3, 2, -1.9, 4, 9, 106, 106, 1
23	CCc1cccc(C)c1NC(=S)N(CCOC)C(C)c1ccco1 (centres undefined)
    106, 2, 10, 1.8, 5, 7, 109, 86, 0
24	O=[N+]([O-])c1ccc(NC(=S)N2CCN(c3ccccc3)CC2)cc1
    103, 0, 7, -0.1, -5, 7, 94, 113, 2
25	CC(=O)Nc1ccc(C(=O)N/N=C/c2cc(Br)cc(Br)c2O)cc1
    110, 2, -5, 1.3, -9, 27, 109, 108, 2
26	COc1ccc(NC(=O)C2CCCN(S(=O)(=O)c3cccc4cccnc34)C2)cc1OC (centres undefined)
    108, 1, 3, -3.7, -15, 8, 111, 102, 1
27	N#CCCN(C1CCCCC1)S(=O)(=O)CCOc1ccccc1
    96, 9, 2, -2.7, 8, -1, 98, 99, 1
28	C(=C\c1ccccn1)/c1ccccn1
    92, -1, 4, -1.2, -1, 5, 95, 97, 0
29	CCCOc1ccc(/C=C2/C(=O)ON=C2C)cc1Cl
    80, -7, 2, -4.9, 16, 0, 101, 119, 3
30	CCOCCCNC(=O)CCCC1=NS(=O)(=O)c2ccccc2N1
    101, -1, -2, 2.7, 14, -5, 109, 98, 0
31	COc1ccc(N(C(=O)COc2ccccc2)C2C=CS(=O)(=O)C2)c(OC)c1 (centres undefined)
    106, 7, 4, 0.3, 24, 0, 102, 87, 0
32	Cn1c(SCc2cc([N+](=O)[O-])cc3c2OCOC3)nnc1-c1ccccn1
    103, -6, 4, 0.3, -2, 11, 105, 94, 1
33	O=C(O)[C@H]1CCCC[C@H]1C(=O)NCCc1ccccc1
    117, 8, 2, -0.3, 0, 12, 114, 103, 2
34	COc1cc(S(=O)(=O)NCc2ccc3c(c2)OCO3)ccc1F
    98, -2, 5, -1.8, 13, 2, 100, 89, 0
35	CC(=O)c1ccc(Oc2cnccn2)cc1
    97, 8, 7, -0.8, 0, 2, 102, 100, 1
36	CCOc1cc(CNCCc2ccc(S(N)(=O)=O)cc2)ccc1OCc1ccc(Cl)cc1
    97, 0, -2, 0.2, 11, 3, 97, 108, 0
37	CC1CCCCN1CCCNC(=O)c1ccc(Br)cc1 (centres undefined)
    102, 6, 4, -0.8, 0, 1, 101, 107, 0
38	O=C(CN1CCN(c2ccc(F)cc2)CC1)NC(=O)NCc1ccco1
    89, 7, -1, 0.5, 12, -1, 86, 107, 3
39	CCCN(C(=O)c1cc2c(s1)CCC2)c1c(N)n(Cc2ccccc2)c(=O)[nH]c1=O
    112, 3, 2, -0.7, 27, 39, 96, 118, 0
40	O=C1CN(S(=O)(=O)c2ccc(Cl)cc2)CC(=O)N1CCc1ccccc1
    92, 0, -1, 2.3, 27, -4, 96, 114, 0
41	CC(CC(=O)Nc1ccccc1)n1ccnc1 (centres undefined)
    101, -7, 2, -0.2, -6, 3, 107, 104, 1
42	Cc1ccccc1Oc1ncnc(N)c1[N+](=O)[O-]
    112, -4, 2, -2.2, 12, -1, 96, 98, 1
43	C=CCSC1=N/C(=C/c2ccsc2)C(=O)N1c1ccccc1
    103, 3, 5, 1.1, 7, 8, 91, 92, 0
44	CC(=O)c1ccc(N2Cc3ccccc3C2)cc1
    102, 2, 5, 2.7, -22, 3, 105, 98, 3
45	CC12CCC(C(=O)N3CCN(c4ncccn4)CC3)(c3nc4ccccc4nc31)C2(C)C (centres undefined)
    101, -5, 2, 1.6, -7, 1, 96, 93, 0
46	COc1cc2c(cc1OC)CN(Cc1ccc(C)cc1)CC2
    99, 3, -1, 2.5, 0, -6, 102, 107, 1
47	CSc1ccc(CN2CCN(Cc3ccc([N+](=O)[O-])cc3)CC2)cc1
    95, -1, 0, 0.7, 22, 2, 90, 106, 0
48	COc1ccc(NC(=O)CO/N=C2\CCCc3nonc32)cc1
    104, 3, 4, -1.3, -11, -1, 106, 114, 1
49	O=C(COc1ccc(S(=O)(=O)N2CCOCC2)cc1Cl)N1CCOCC1
    109, -6, 3, 2.1, 0, 1, 95, 99, 2
50	COc1cc(CCNC(=O)c2cnn3ccccc23)cc(OC)c1OC
    98, -6, 5, -2.0, 5, 2, 87, 99, 3
51	O=S1(=O)CCN2C(=N1)SC1=C2CCN(Cc2ccccc2)C1
    89, 4, 4, -1.3, 9, 9, 94, 87, 4
52	c1ccc(CNc2ncnc3scc(-c4cccs4)c23)nc1
    106, 2, 2, -0.2, 3, -3, 108, 104, 1
53	COc1cc(NC(=O)CCCN2C(=O)NC(C)(C)C2=O)cc(OC)c1
    101, 5, 4, ·, -23, -1, 99, 91, 0
54	CCCC/C(C)=N/NC(=O)Nc1ccccc1
    102, 6, -1, -0.1, -4, 1, 102, 101, 0
55	C=CCc1cccc2cc(NC(C)=O)c(=O)oc12
    95, 1, 6, 0.3, -14, -1, 87, 93, 2
56	Cc1ccc(C(NC(=O)N2CCCCC2)=C(Cl)Cl)cc1F
    105, -31, 0, 0.2, -64, 0, 102, 102, 0
57	Cc1cc(OCC(=O)N(C(C)C)C(C)C)cc(C)c1Br
    110, 1, 6, -2.9, 3, 12, 107, 92, 0
58	CCC12C(=O)C(CC)(C(c3ccccc3)=C1c1ccccc1)[C@@H]1C(=O)N(c3ccccc3)C(=O)C12 (some centres undefined)
    99, 3, 6, -0.2, 6, -5, 91, 77, 0
59	COc1ccc(NC(=O)CSCC(=O)N(C)Cc2ccc3c(c2)OCCO3)cc1
    100, 5, 0, ·, 6, -2, 85, 96, 1
60	COc1ccccc1/C=C/C=C1\Oc2c(ccc(O)c2CN2CCN(CCO)CC2)C1=O
    106, -24, 40*, ?, -15, 0, 105, 93, 0

More entries.
Values run as follows: AGP1 TOR yeast, GLD-1 RNA inh, BCLXL inh, MEX-5 binding, VLA-4 inh, MCL1-BIM inh, CIT2-GFP yeast, CR mimetic SO, GRK2 aptamer HTS
61	Cc1cccc(C(=O)OCC(=O)N2CC(=O)Nc3ccccc32)c1C
    96, -1, ·, ·, -12, ·, 95, 129, 0
62	O=C(C[n+]1ccccc1)Nc1ccccc1C(=O)O
    101, -3, 1, 1.4, 4, -2, 110, 86, 0
63	Nc1c(C(=O)Nc2ccc3c(c2)OCCO3)nnn1Cc1ccccc1Cl
    104, 12, 2, -2.3, 28, 1, 98, 99, 2
64	O=C(CNc1cccc2ccccc12)N/N=C/c1ccccn1
    105, 6, 6, 0.1, 0, 18, 93, 98, 2
65	O=C(C[C@H]1C/C=C\CC[C@H](Cc2ccc(F)cc2)C(=O)OC[C@@H](Cc2c[nH]c3ccccc23)NC1=O)NCCO
    104, 1, ·, ·, 4, ·, 95, 107, 0
66	COc1ccc(CNC(=O)Nc2ccccc2)cc1
    107, -2, 5, -1.8, 11, 5, 102, 104, 0
